# Platelet DG rel – platelet dense granule release activity; human platelet-rich plasma, SFLLRN dense granule ATP release, luminescence; inhibition, %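 (compounds screened at 7.5 µM in platelet-rich plasma)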; 300,000 tested, 0.22% active; AID 1663;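 active = mean replicate score, as percent of positive control, at or above 50; inconclusive = mean below 50 but at least one replicate at or above 50; inactive = mean and every replicate below 50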
# Dyrk1A ADPGlo – Dyrk1A (rat) kinase inhibition | ADP-Glo luminescence, NFATc1 peptide | 310,000 tested, 0.43% active | Q63470 | inhibition, % at 12.5 µM; in the data active = inhibition above about 50%;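 note: plate controls were vehicle with enzyme for no effect and no enzyme for full effect; many of its hits are not listed in these tables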
# HSF1 inhib – HSF1 inhibition. AID 2098. 300,000 tested, 0.77% active. activity change, negative = inhibition, % at 7.5 µM (by protocol). NIH3T3-HGL HSE-luciferase, MG132-induced, luminescence 8 h; hits give low values;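 active = more than half of replicate wells show activity change below -50%, luminescence cut by over half; inconclusive = some wells, but at most half, below -50%; inactive = no replicate well below -50%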;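 note: luciferase reports HSF-1 transcriptional activity via heat shock element; 0% = median of DMSO wells and -100% = zero luminescence signal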
# HSP90 refold inh – HSP90 refolding inhibition in rabbit reticulocyte lysate; luciferase refolding luminescence, 3 h; inhibition, % at 5.6 µM; 290,000 tested, 0.91% active;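 active = inhibition above the screen-wide mean plus 3 SD, computed separately per campaign, cut at about 16% in these data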;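 note: 0% = DMSO wells and 100% = 60 µM geldanamycin wells; inhibitors lower the luminescence because luciferase stays unfolded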
# HSF1 activator – increases HSF-1 driven luciferase reporter signal; NIH3T3-HGL HSF-1 luciferase reporter, MG132, 8 h; 100% = twice DMSO control signal; activation, % at 9 µM; 300,000 tested, 1.7% active; AID 504408;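 active = mean replicate activation of at least 50% with a set share of replicates each reaching 50%; inconclusive = only one of those two conditions met; inactive = mean below 50% and too few replicates reaching it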;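 note: 0% = median of the neutral control wells and 100% = twice that signal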
# GSK3beta inhib – human GSK3beta kinase inhibition | P49841 | GST-GSK3beta kinase, ADP-Glo luminescence, 60 min; hits give low values | activity score (negative = inhibition), % at 10 µM | 300,000 tested, 0.038% active | AID 2097;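 active = more than half of replicate wells score below -50%, meaning over 50% inhibition versus plate controls; inconclusive = some replicates but at most half score below -50%; inactive = no replicate scores below -50%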;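 note: 0% = median DMSO wells and -100% = median GW8510 positive control wells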
# Target sequence (P49841 whole entry, looked up): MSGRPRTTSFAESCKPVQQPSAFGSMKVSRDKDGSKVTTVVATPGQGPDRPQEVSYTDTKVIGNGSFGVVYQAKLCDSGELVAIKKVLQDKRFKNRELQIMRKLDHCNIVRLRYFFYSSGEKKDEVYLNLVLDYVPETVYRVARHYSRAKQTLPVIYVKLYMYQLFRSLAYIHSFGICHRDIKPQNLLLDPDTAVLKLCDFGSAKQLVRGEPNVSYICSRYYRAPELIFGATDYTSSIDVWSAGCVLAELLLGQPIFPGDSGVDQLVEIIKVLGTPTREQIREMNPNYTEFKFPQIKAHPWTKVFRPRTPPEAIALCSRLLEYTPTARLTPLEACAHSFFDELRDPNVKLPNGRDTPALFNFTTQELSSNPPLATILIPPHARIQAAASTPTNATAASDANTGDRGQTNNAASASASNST
#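 Assay system: GST-fused GSK3beta enzyme, cell-free / Medium: Tris pH 7.5 buffer with MgCl2, DTT, BSA, heparin / Also added: peptide substrate plus 25 µM ATP (final) / Compound: 10 µM single point / Timing: kinase reaction with compound 60 min at room temperature / Detection: ADP-Glo luminescence / Benchmarks: DMSO neutral wells and GW8510 at 20 µM as positive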
# GSK3A inh – inhibitors of human GSK-3 alpha kinase; P49840; ADP-Glo luminescence, 60 min; inhibition, % at 10 µM; 320,000 tested, 0.1% active;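 in the data active = inhibition above about 50%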;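 note: GST-tagged GSK-3 alpha with peptide substrate and 25 µM ATP; 0% = DMSO neutral wells and 100% = GW8510 positive control wells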
# HDAC3 inh – blocks human histone deacetylase 3; O15379; recombinant HDAC3, fluorogenic peptide/trypsin coupled, fluorescence; inhibition, % at 8.3 µM; 320,000 tested, 0.15% active; AID 2718; in the data active = inhibition above about 26%, passing the limit was not always enough; inconclusive = no clear call, values can overlap the other calls
# Target sequence (O15379 whole entry, looked up): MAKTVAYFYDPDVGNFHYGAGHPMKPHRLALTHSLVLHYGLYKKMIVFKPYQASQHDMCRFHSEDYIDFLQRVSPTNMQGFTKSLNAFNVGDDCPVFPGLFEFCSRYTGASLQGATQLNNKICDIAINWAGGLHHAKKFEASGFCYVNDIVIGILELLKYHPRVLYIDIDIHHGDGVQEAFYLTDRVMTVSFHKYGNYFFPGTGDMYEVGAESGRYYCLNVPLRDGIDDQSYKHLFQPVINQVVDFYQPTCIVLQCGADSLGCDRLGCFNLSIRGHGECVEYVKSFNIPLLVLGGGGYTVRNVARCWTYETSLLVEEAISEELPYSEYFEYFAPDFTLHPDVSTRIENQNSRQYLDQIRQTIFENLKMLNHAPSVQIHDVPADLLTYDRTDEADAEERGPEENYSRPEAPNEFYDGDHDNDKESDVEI
# PolyA inh – yeast polyadenylation inhibition | S. cerevisiae SKY197-pL101 polyadenylation reporter, beta-gal luminescence; efflux-impaired pdr1/pdr3 knockout yeast; score 100 = 6 SD above DMSO | calls only at 12 µM | 300,000 tested, 0.02% active;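 active = lowest replicate activity score at least 50, where 100 means six control SD above control mean; inconclusive = lowest score under 50 but half or more replicates reach 50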;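 note: yeast exposed to compound for 9 h at 30 °C; higher score means more reporter readthrough which indicates perturbed polyadenylation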
# AI-2 QS modul – modulates the Vibrio harveyi AI-2 quorum sensing system. Vibrio harveyi JMH597 AI-2 luminescence/OD600 ratio, 9 h; hits give low values; strain lacks LuxN and CqsS sensors; 0 = neutral-control median. activity change, % at 7.5 µM. 300,000 tested, 0.4% active; in the data active = activity change below about -75%, passing the limit was not always enough; inconclusive = no clear call, values can overlap the other calls;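 note: luminescence divided by OD600 gain over 9 h not by final OD600 alone; inactives centre near 13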
# Active calls of the source: *; i = inactive; ? = inconclusive; / = not tested or not shown. These rows are one share of the data; count on the stated rates, not on these rows.
SMILES,Platelet DG rel,Dyrk1A ADPGlo,HSF1 inhib,HSP90 refold inh,HSF1 activator,GSK3beta inhib,GSK3A inh,HDAC3 inh,PolyA inh,AI-2 QS modul
CC1(C)c2[nH]c3ccccc3c2C[C@H]2C(=O)N(N)CC(=O)N21,2,/,9,0,1,-5,11,2,i,11
CN(C)CCCC1(O)c2ccccc2CCc2ccccc21,-2,-2,-2,4,-10,1,-2,3,i,13
Cc1nnsc1C(=O)N1CCC(C(=O)c2ccccc2)CC1,2,2,-3,2,17,-15,1,-1,i,-5
Cc1nc2ccc(NC(=O)Cc3ccc(Br)cc3)cc2s1,-2,5,4,-5,10,1,-1,6,i,1
O=C(CC1C(=O)NCCN1CC(c1ccccc1)c1ccccc1)NCC1CCOCC1 (stereo not given),-5,2,0,-2,3,5,-3,-2,i,20
CCN(CC)CC(=O)NC12CC3CC(CC(C3)C1)C2,-23,-9,-6,8,-14,2,-2,-3,i,0
CCC(C)Nc1nc(N)c([N+](=O)[O-])c(Nc2ccccc2OC)n1 (stereo not given),-17,39,21,0,43,-55*,66*,11,i,6
Oc1ccccc1C1=NN(c2ccccc2)C(c2ccc(F)cc2)C1 (stereo not given),-1,6,3,-5,-4,3,-1,-6,i,21
Cc1csc(/C(C#N)=N/O)n1,3,-3,2,-4,3,-1,1,4,i,37
CCOC(=O)CC1C(=O)NCCN1C(=O)c1cccc(OC)c1 (stereo not given),3,-5,5,2,-2,-3,-1,-4,i,-12
CC(=O)Nc1ccc(Nc2cc(C(C)C)nc3c(-c4ccccc4)c(C)nn23)cc1,0,0,2,3,7,-2,-2,15,i,-4
CCCCN(C(=O)NC(=O)Nc1cc(C)ccc1C)S(C)(=O)=O,-7,0,-5,0,-1,2,-2,1,i,26

# Compound profiles, from the list above. Order of values: Platelet DG rel	Dyrk1A ADPGlo	HSF1 inhib	HSP90 refold inh	HSF1 activator	GSK3beta inhib	GSK3A inh	HDAC3 inh	PolyA inh	AI-2 QS modul
# `CCCCN(C(=O)NC(=O)Nc1cc(C)ccc1C)S(C)(=O)=O` is listed with -7	0	-5	0	-1	2	-2	1	i	26
# `Cc1nnsc1C(=O)N1CCC(C(=O)c2ccccc2)CC1` is listed with 2	2	-3	2	17	-15	1	-1	i	-5
# `O=C(CC1C(=O)NCCN1CC(c1ccccc1)c1ccccc1)NCC1CCOCC1` (stereo not given) is listed with -5	2	0	-2	3	5	-3	-2	i	20

# Carrying on.
SMILES,Platelet DG rel,Dyrk1A ADPGlo,HSF1 inhib,HSP90 refold inh,HSF1 activator,GSK3beta inhib,GSK3A inh,HDAC3 inh,PolyA inh,AI-2 QS modul
Brc1cccc(CNCCCN2CCOCC2)c1,-4,3,2,-2,3,-2,-3,-7,i,0
CCCCCCCCCCCCOC(=O)C[N+](C)(C)C,-6,/,-18,-1,-15,2,5,7,i,7
Cc1ccc(C(=O)Nc2ccccc2N2CCCCC2)cc1[N+](=O)[O-],0,0,11,-3,15,6,-2,-3,i,18
CCN(CC)C(=O)CSc1ncnc2c(-c3ccc(OC)cc3)nsc12,?,/,7,-1,19,-4,-5,-1,i,5
S=c1[nH]c2ccc(Cl)cc2[nH]1,-3,18,-15,3,-9,-1,/,6,i,11
O=C(/C=C/c1ccc(-c2ccccc2[N+](=O)[O-])o1)c1ccccc1,7,0,13,0,33,3,2,-1,i,11
CC(=O)NCCC(=O)Nc1cc(S(=O)(=O)N2CCOCC2)ccc1N1CCOCC1,12,-1,-3,-5,7,1,-3,1,i,16
COc1ccc(CCNC(=O)c2c(N)no[n+]2[O-])cc1OC,-5,3,-1,-2,-23,-4,-6,-4,i,25
CCN1C(=O)CC(C(=O)NCCc2ccc(S(N)(=O)=O)cc2)SC1=Nc1ccc(OC)cc1 (stereo not given),-3,4,-3,1,7,-2,7,-2,i,8
Cc1onc(-c2ccccc2)c1NC(=O)Nc1ccc(OC(F)F)cc1,-3,/,6,3,15,2,1,2,i,7
CN1C(=O)C(CC(=O)NCC2CCCCC2)SC1=Nc1ccccc1 (stereo not given),-4,-2,/,1,/,2,0,-4,i,15
O=C(Cc1ccccc1[N+](=O)[O-])NC1CC1,-1,5,-5,-2,-10,1,-2,5,i,25
CCC1=Nc2ccccc2-c2nnc(SC)nc2O1,5,5,-3,-8,0,1,3,4,i,16
COc1ccc(C)cc1S(=O)(=O)N1CC(C)OC(C)C1 (stereo not given),1,1,-8,-4,4,5,-2,-1,i,1
COCCCNC(=O)CN1C(=O)COc2ccc(S(=O)(=O)N3CCCCCC3)cc21,1,3,4,8,-12,-1,/,/,i,15
COc1ccc(C(CCN2CCN(c3ccccc3)CC2)c2c(O)cc(OC)cc2OC)cc1 (stereo not given),-2,-4,5,/,4,-1,-1,-4,i,35
O=C(NCc1ccccc1)c1nc2c(nnn2Cc2cccc(Cl)c2)c(=O)[nH]1,-4,-4,6,-2,11,1,-3,12,i,33
CCCCNc1nc2c(c(=O)n(C)c(=O)n2C)n1Cc1cccc(OC)c1,0,2,-5,5,-7,3,0,-15,i,11
O=C(Nc1ccc(N2CCOCC2)cc1N1CCOCC1)c1ccc(Br)cc1,-9,/,-1,-4,-8,5,2,2,/,28
O=C(CCSc1nc(-c2ccco2)cc(C(F)(F)F)n1)NCc1cccs1,-3,7,7,0,12,2,26,4,i,26
Clc1ccccc1CN1CCN(CCCc2ccccc2)CC1,2,-2,-4,1,-15,2,/,/,i,8
O=C(Nc1ccc(F)cc1)N(Cc1nnc2n1CCCCC2)c1ccccc1,-8,-7,-10,-3,-14,1,-1,-15,i,20
Cc1ccc(Cn2c(N/N=C/c3ccncc3)nc3c2c(=O)n(C)c(=O)n3C)cc1,-3,8,2,3,14,2,1,8,i,12
COc1ccc(C(=O)C2CCCN(C(=O)c3cc4nc(C)cc(C)n4n3)C2)cc1F (stereo not given),2,-3,-4,0,4,-1,4,3,i,15
CC1CCN(CC(O)COc2ccc(C(=O)c3ccccc3)cc2)CC1 (stereo not given),19,0,-15,-4,-33,-1,0,-1,i,11
Cc1cc(C)c(C(=O)CSc2nnc(-c3ccccc3Br)o2)cc1C,-8,7,-8,2,1,1,/,/,i,19
O=[N+]([O-])c1ccc(O)c(/C=N/NC2=NS(=O)(=O)c3ccccc32)c1,6,4,-37,3,-38,-1,/,10,i,29
CCc1nn(CC(=O)NCCCN(CC)CC)c(=O)c2cc3sc(C)cc3n12,0,3,-3,1,-13,0,1,3,/,10
COc1ccc(CC(=O)NC(=S)Nc2cccc(CO)c2)cc1,7,/,-6,/,-1,-4,-1,-2,i,-40
Clc1cccc(CN2CCCCCC2)c1,-4,9,3,0,-11,1,-2,-7,i,28
COc1ccc(CN2CCCCCC2)cc1Br,4,/,-7,-5,-10,-2,-3,-5,i,8
O=C(N/N=C/c1ccc([N+](=O)[O-])o1)c1ccncc1,4,/,7,4,9,-8,6,-1,i,?
CN(C)c1nc2c(c(=O)n(C)c(=O)n2C)n1CC(=O)c1cccs1,3,3,-15,/,3,1,-1,-7,i,17
CN1CCN(S(=O)(=O)c2cccc(C(=O)NC3CCCC3)c2)CC1,5,10,-8,/,-9,0,-1,-6,i,10
COc1ccc(NC2SC(=O)N(C)C2=O)cc1 (stereo not given),-5,-6,2,-2,2,3,0,-5,i,2
Cc1nn(-c2ccc(C(=O)O)cc2)c(C)c1Oc1ccccc1O,-4,0,-7,1,-4,1,-2,4,i,18
CCCCN(Cc1cccs1)S(=O)(=O)c1csc(C(N)=O)c1,-6,-2,-1,0,1,-1,/,-9,i,24
O=C(C1=C[C@H](c2ccccc2)C[C@H](OCc2ccc(CO)cc2)O1)N1CCOCC1,6,13,-4,2,-9,1,0,-1,i,15
CC(=O)N1CCN(c2ccc(NC(=O)c3ccc(OCc4ccccc4)cc3)cc2)CC1,-9,0,-5,0,12,2,-4,1,i,-2
O=C(CSc1nc(-c2ccccc2)c(-c2ccccc2)[nH]1)Nc1ccc2c(c1)OCO2,-16,-3,-1,-1,0,0,/,/,i,15
CCOc1cc(C(C#N)N2CCOCC2)ccc1OC (stereo not given),7,2,-21,-1,-39,0,-2,7,i,28
O=C(NCC1COc2ccccc2O1)c1ccc(NC(=O)C(c2ccccc2)c2ccccc2)cc1 (stereo not given),4,-46,2,-2,6,-5,-5,0,i,26
Cc1nn(-c2ccccc2)c(N)c1N=Nc1ccccc1,12,3,23,0,32,-1,-1,8,i,?
COC(=O)C(C(=O)OC)C(C[N+](=O)[O-])c1ccc(O)c(OC)c1 (stereo not given),14,-6,-2,1,-11,2,1,1,i,40
COc1ccc(CN(C(=O)c2cc3ccccc3oc2=O)C2CCCC2)cc1,/,2,10,5,10,-2,0,5,i,18
Cc1ccc(C(=O)NN2CCOCC2)cc1[N+](=O)[O-],3,-2,0,1,30,2,-2,/,i,19
CCn1c(SCC(=O)N(Cc2ccccc2)C2CCS(=O)(=O)C2)nc2ccccc2c1=O (stereo not given),-1,-8,6,1,8,-2,1,0,i,24
CCC(=O)c1ccc(OCC(=O)Nc2ccccc2N2CCCCC2)cc1,-3,-10,0,0,3,2,0,-1,i,27

# Some entries already given with just HSP90 refold inh and GSK3A inh:
canonical_smiles,HSP90 refold inh,GSK3A inh
CCn1c(SCC(=O)N(Cc2ccccc2)C2CCS(=O)(=O)C2)nc2ccccc2c1=O (stereo not given),1,1
Cc1ccc(C(=O)NN2CCOCC2)cc1[N+](=O)[O-],1,-2
CC(=O)N1CCN(c2ccc(NC(=O)c3ccc(OCc4ccccc4)cc3)cc2)CC1,0,-4
COc1ccc(CN(C(=O)c2cc3ccccc3oc2=O)C2CCCC2)cc1,5,0
CCCCN(Cc1cccs1)S(=O)(=O)c1csc(C(N)=O)c1,0,/

# Continued:
SMILES,Platelet DG rel,Dyrk1A ADPGlo,HSF1 inhib,HSP90 refold inh,HSF1 activator,GSK3beta inhib,GSK3A inh,HDAC3 inh,PolyA inh,AI-2 QS modul
FC(F)(F)C(F)(F)C(F)(F)c1nnc2ccc(N3CCOCC3)nn12,1,5,-7,0,-3,2,0,1,i,10
CCn1cc(CCCC(=O)NCc2cccnc2)c2ccccc21,-1,-5,8,1,3,2,-3,-1,i,23
CC(C)c1nnc(NC(=O)CCC(=O)NC2CCCCCC2)s1,-6,/,-5,-3,-3,-1,-3,0,i,11
C=CCNC(=O)/C(C#N)=C/c1ccc2c(c1)OCCO2,11,4,1,4,22,2,-2,4,i,1
Cc1cccc(-n2ncc3c2CCCC3NC(=O)C2=CC(=O)CC(C)(C)O2)c1C (stereo not given),15,/,1,3,4,2,0,0,i,18
CCC(=O)Nc1ccc(NC(=S)NC(=O)Cc2ccccc2)cc1,0,-2,-3,-2,-3,-22,1,7,i,21

# Screens: PubChem, several laboratories
